# Hsp90 Hop PPI: qHTS Assay for Disrupters of an Hsp90 Co-Chaperone Interaction | Potency, µM (doses to about 57 µM), inactives show at the top dose activity change, negative = inhibition | AID 595, 2007 | AlphaScreen TPR2A-His6 binding biotin-Hsp90 C-terminal peptide | 0.44% of 71,000 active; active means well fitted curve in either direction with a large enough effect; inconclusive means small, poorly fitted or top-dose-only effect, or another doubt; further: on the % scale 0 is the no-effect control and ±100 the full control effect; many of its hits are not listed in these tables
# ERK AVP inh: qHTS Assay for Inhibitors of the ERK Signaling Pathway using a Homogeneous Screening Assay. HEK293-V1b, vasopressin-stimulated pERK AlphaScreen. Potency, µM (doses to about 57.5 µM), for the others: at the highest dose activity, negative = inhibition, actives largely listed as inhibitors. 0.99% of 72,000 active. AID 995, 2007; further: on the % scale 0 is the no-effect control and ±100 the full control effect; nearly all actives have a fitted effect of over 55% in size
#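 Overnight-seeded V1b-HEK293 cells in 1% FBS got compound, then vasopressin (25 nM final, 5 min, 37C), then lysis buffer. AlphaScreen detection of phospho-ERK; activity normalized to basal and full-stimulation controls.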
# HBB splice mod: qHTS Assay for Modulators of Hemoglobin Beta Chain Splicing; HBB splicing reporter cell assay, activation; EGFP reporter with mutant IVS2-654 intron; response scale: normalised to 500 nM splice-correcting PNA; Potency, µM (titrated, usually from 46.1 µM), for the others: at the highest dose activation, usual class: activators; 0.06% of 65,000 active; AID 925, 2007; further: 0% is about no effect
#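 Compounds were applied for 2 days to HeLa EGFP-654 cells, 500/well in Optimem with 2% FCS. The reporter's EGFP is disrupted by mis-splicing of beta-globin intron IVS2-654. Readout: summed well GFP fluorescence from 488 nm laser scanning; reference was 500 nM antisense […] 654 PNA.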
# CRE-bla Fsk: Cell signaling CRE-BLA (Fsk stim). 2.5% of 71,000 active. CHO CRE-bla reporter (cAMP response element driving beta-lactamase), forskolin EC10, beta-lactamase ratio. Potency, µM (series often up to 38.2 µM), inactives show top-dose activity change, negative = inhibition, actives largely listed as activators; active means well fitted activation curve with a large enough effect in the signal ratio, with a control signal flat, not every such curve was filed as active; inconclusive means small, poorly fitted or top-dose-only effect, or effect the other way, or a change in a side signal; the % refers to the signal ratio; further: % of control where 0% means no effect
#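 qHTS titration format; CRE-bla CHO reporter; stimulus EC10 NKH 477, a water-soluble forskolin. Read: CCF4 460/530 nm ratio. Potency expressed as AC50 for activators or inhibitors.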
# * = called active by the depositor; ? = inconclusive; nt = no result given. Unless noted, the call rests on the fitted dose curve; in most records, active means well fitted curve in the direction sought with a large enough effect; inconclusive means small, poorly fitted or top-dose-only effect, or another doubt; inactive means no such curve, though single readings can be large; an effect the other way counts as inactive or inconclusive. Potency means the concentration at half of the fitted maximal effect. Some of the compounds tested; rates above refer to the full screens.
no.	mol	Hsp90 Hop PPI	ERK AVP inh
1	O=C1c2ccccc2C(=O)c2c(O)c(O)cc(O)c21	nt	32µM*
2	Cc1cn([C@H]2C[C@H](O)[C@@H](CO)O2)c(=O)[nH]c1=O	nt	-10%
3	COc1ccc(-c2oc3c(CC=C(C)C)c(O[C@H]4OC(CO)C(O)C(O)C4O)cc(O)c3c(=O)c2O[C@@H]2OC(C)C(O)C(O)C2O)cc1 (stereo not given in full)	nt	-11%
4	COC(=O)Nc1nc2ccc(S(=O)c3ccccc3)cc2[nH]1 (stereo not given)	nt	-9%
5	O=C(c1ccccc1)c1ccc2n1CCC2C(=O)O (stereo not given)	nt	4%
6	CC(C)(CO)[C@@H](O)C(=O)NCCCO	nt	6%
7	CC[C@@]12CCCN3CCc4c(n(c5ccccc45)[C@](O)(C(=O)OC)C1)C32 (stereo not given in full)	nt	10%
8	CC1(C)OC2CC(=O)OC[C@@]23C1CC(=O)[C@]1(C)C3CC[C@@]2(C)C(c3ccoc3)OC(=O)C3O[C@@]321 (stereo not given in full)	nt	6%

no.	HBB splice mod	CRE-bla Fsk
1	nt	nt
2	nt	nt
3	nt	nt
4	nt	nt
5	nt	nt
6	nt	nt
7	nt	nt
8	nt	nt

# Reformatted as labelled records: part of the list above.
[5] O=C(c1ccccc1)c1ccc2n1CCC2C(=O)O (stereo not given)
  Hsp90 Hop PPI: nt
  ERK AVP inh: 4%
  HBB splice mod: nt
  CRE-bla Fsk: nt

[7] CC[C@@]12CCCN3CCc4c(n(c5ccccc45)[C@](O)(C(=O)OC)C1)C32 (stereo not given in full)
  Hsp90 Hop PPI: nt
  ERK AVP inh: 10%
  HBB splice mod: nt
  CRE-bla Fsk: nt

# The listing picks up; the 5 compounds before the break are reprinted first.
no.	mol	Hsp90 Hop PPI	ERK AVP inh
4	COC(=O)Nc1nc2ccc(S(=O)c3ccccc3)cc2[nH]1 (stereo not given)	nt	-9%
5	O=C(c1ccccc1)c1ccc2n1CCC2C(=O)O (stereo not given)	nt	4%
6	CC(C)(CO)[C@@H](O)C(=O)NCCCO	nt	6%
7	CC[C@@]12CCCN3CCc4c(n(c5ccccc45)[C@](O)(C(=O)OC)C1)C32 (stereo not given in full)	nt	10%
8	CC1(C)OC2CC(=O)OC[C@@]23C1CC(=O)[C@]1(C)C3CC[C@@]2(C)C(c3ccoc3)OC(=O)C3O[C@@]321 (stereo not given in full)	nt	6%
9	Cc1ccc(C(=O)C(C)CN2CCCCC2)cc1 (stereo not given)	nt	14%
10	Oc1cc2c(cc1O)C1c3ccc(O)c(O)c3OCC1(O)C2 (stereo not given)	nt	?
11	NC(=O)c1ccc([N+](=O)[O-])cc1Cl	nt	14%
12	CCC(Cc1c(I)cc(I)c(N)c1I)C(=O)O (stereo not given)	nt	8%
13	NC(=O)NC(=O)Cc1ccccc1	nt	-6%
14	C[C@@H]1O[C@@H](O[C@@H]2[C@@H](O)[C@H](OCCc3ccc(O)c(O)c3)O[C@H](CO[C@@H]3O[C@H](CO)[C@@H](O)[C@H](O)[C@H]3O)[C@H]2OC(=O)/C=C/c2ccc(O)c(O)c2)[C@H](O)[C@H](O)[C@H]1O	-1%	?
15	Cc1cc(O)c2c(c1)C(=O)c1cccc(O)c1C2=O	-9%	?

no.	HBB splice mod	CRE-bla Fsk
4	nt	nt
5	nt	nt
6	nt	nt
7	nt	nt
8	nt	nt
9	nt	nt
10	nt	nt
11	nt	nt
12	nt	nt
13	nt	nt
14	-0.9%	-2%
15	0.2%	3%
